CHOP inh: blocks CHOP induction under ER stress; CHO-K1 CHOP-promoter luciferase, tunicamycin-induced, 15-18 h; inhibition, % at 10 µM; actives 3.8% (n = 220,000);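 active = compounds that reduced the stress-induced luciferase reporter signal by more than about 70% of percent inhibition, limit read from the data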;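 also: 0% = tunicamycin plus vehicle and 100% = wells without tunicamycin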
NPY-Y1 PAM-ag: potentiators or agonists of human neuropeptide Y receptor Y1; P25929; NPY-Y1 expressing cells, potentiator/agonist activation; activation, % at 3.6 µM; actives 0.37% (n = 220,000); in the data active = activation above about 33%, passing the limit was not always enough;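 also: cells stimulated with NPY at EC10 then isoproterenol at EC100; 0% = low agonist plus stimulus and 100% = saturating agonist plus stimulus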
Target sequence (P25929 whole entry, looked up): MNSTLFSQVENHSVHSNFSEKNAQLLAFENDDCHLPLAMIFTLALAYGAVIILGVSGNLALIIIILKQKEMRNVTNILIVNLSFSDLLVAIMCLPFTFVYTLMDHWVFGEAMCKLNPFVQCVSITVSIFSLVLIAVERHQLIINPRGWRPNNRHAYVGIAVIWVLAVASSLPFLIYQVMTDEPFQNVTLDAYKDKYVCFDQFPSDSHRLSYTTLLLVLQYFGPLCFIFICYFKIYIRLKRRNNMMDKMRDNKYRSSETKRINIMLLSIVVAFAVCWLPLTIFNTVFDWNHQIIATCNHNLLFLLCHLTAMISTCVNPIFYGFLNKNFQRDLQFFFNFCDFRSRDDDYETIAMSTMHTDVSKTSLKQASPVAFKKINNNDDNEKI
Ba/F3 V617F tox: lowers viability of Ba/F3 cells expressing EpoR and JAK2V617F | ATP luminescence | AID 1446 | inhibition, % at 5.6 µM | actives 1.1% (n = 220,000);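 active = inhibition above the campaign mean plus 3 SD over all tested compounds, cut at about 24% in these data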;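 also: cytokine-independent growth of Ba/F3 cells driven by EpoR plus mutant JAK2; 0% = DMSO-treated cells and 100% = JAK inhibitor I control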
NCF1 inh: blocks human p47phox regulatory protein of NADPH oxidases; P14598; p47phox/p22phox peptide binding, fluorescence polarization, 2 h; inhibition, % at 24.7 µM; actives 0.53% (n = 220,000); AID 1274;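 active = inhibition above about 30%, limit read from the data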;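 also: 0% = p47phox with labelled peptide and 100% = labelled peptide alone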
NPY Y1 blocker: blocks the human neuropeptide Y Y1 receptor. HEK293-CNG Y1 cells, membrane potential fluorescence; NPY at EC95, then isoproterenol. inhibition, % at 3.6 µM. actives 1% (n = 200,000);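 active = inhibition above the campaign mean inhibition of all tested compounds plus 3 SD, cut at about 20% in these data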;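 also: 0% = DMSO wells given NPY plus isoproterenol and 100% = isoproterenol alone without NPY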
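Material: HEK293 cells with Y1 receptor plus CNG channel; times: compound incubation 1 h at room temperature, readout 45 min post-stimulation; signal: fluorescence, membrane potential probe; read-out basis: fluorescence ratio normalized to % inhibition between controls; benchmarks: full-block control isoproterenol-only wells, zero-block control NPY plus isoproterenol wells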
S1P4 antag: blocks the human S1P4 receptor. O95977. S1P4-expressing cells, antagonist mode, reporter read-out. inhibition, % at 4.98 µM. actives 0.26% (n = 220,000). AID 1510; in the data active = inhibition above about 29%;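 also: 0% = wells stimulated with agonist and 100% = vehicle wells without agonist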
S1P4 ag: activates the human S1P4 receptor. activation, % at 4.98 µM. actives 0.35% (n = 220,000). O95977. S1P4-expressing cell line, agonist reporter assay. AID 1509; in the data active = activation above about 11%;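 also: 0% = DMSO vehicle and 100% = reference agonist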
NPY-Y2 PAM-ag: potentiates or activates human NPY-Y2 receptor. cells expressing NPY-Y2, potentiator/agonist read-out. AID 1359. P49146. actives 0.45% (n = 220,000). activation, % at 3.6 µM; in the data active = activation above about 27%;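 also: cells stimulated with NPY near EC25 plus isoproterenol at EC100; 0% = vehicle plus submaximal agonist and 100% = vehicle plus saturating agonist; some results beyond the cut were filed as inactive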
Target sequence (P49146 whole entry, looked up): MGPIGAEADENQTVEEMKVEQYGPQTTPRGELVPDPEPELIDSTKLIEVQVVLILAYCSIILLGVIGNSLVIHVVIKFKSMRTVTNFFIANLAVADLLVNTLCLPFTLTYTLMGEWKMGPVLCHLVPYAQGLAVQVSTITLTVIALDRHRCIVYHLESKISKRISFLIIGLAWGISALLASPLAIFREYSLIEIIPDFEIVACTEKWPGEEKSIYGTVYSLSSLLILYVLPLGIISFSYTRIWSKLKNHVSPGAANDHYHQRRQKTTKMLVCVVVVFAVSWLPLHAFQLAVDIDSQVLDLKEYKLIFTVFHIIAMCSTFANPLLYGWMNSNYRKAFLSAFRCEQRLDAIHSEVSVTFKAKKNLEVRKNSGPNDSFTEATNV
BaF3 parental: reduces parental Ba/F3 cell viability, JAK2V617F counter-screen. CellTiter-Glo ATP luminescence. inhibition, % at 5.6 µM. actives 1.1% (n = 220,000). AID 1486;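 active = inhibition above a per-campaign cutoff, the mean inhibition of all tested compounds plus 3 SD, cut at about 27% in these data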;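 also: 0% = DMSO wells and 100% = JAK Inhibitor I control wells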
* hit, by the source's call; / = no result given.

SMILES	CHOP inh	NPY-Y1 PAM-ag	Ba/F3 V617F tox	NCF1 inh	NPY Y1 blocker	S1P4 antag	S1P4 ag	NPY-Y2 PAM-ag	BaF3 parental
CCCN(CCC)CCCNC(=O)CNC(=O)c1nn(-c2ccc(OC)cc2)c(=O)c2ccccc12	3	-22	5	-7	10	-6	0.8	-15	9
Cc1cccc(/C=N/NC(=O)Cn2nc(C)cc2C)n1	-37	21	-3	-6	4	-14	-1.3	9	4
O=C(/C=C/Sc1ncn[nH]1)c1ccc(Cl)cc1	105*	-77	23	-13	11	47*	-6.6	-54	59*
CC(NS(=O)(=O)c1ccccc1)C(=O)Nc1ccc(S(N)(=O)=O)cc1 (stereo not given)	-2	-1	-4	-8	0	-5	2.4	5	1
COC(=O)c1ccc(=O)n(Cc2ccc3c(c2)OCO3)c1	24	-4	2	3	0	1	0.5	-2	4
O=C(NC(=S)N1CCN(C/C=C/c2ccccc2)CC1)c1ccco1	54	6	0	-1	2	-3	0.8	4	5
CC1CN(CC(O)COCc2ccc3c(c2)OCO3)CC(C)O1 (stereo not given)	-2	11	1	-14	7	0	-0.8	-9	2
CC(C)c1ccc2c(c1)C(c1cccs1)=NNC(c1ccncc1)=N2	22	-8	-3	-5	6	6	0.8	-6	2
CS(=O)(=O)N1CCN(C2CCN(Cc3ccccc3)CC2)CC1	12	-5	-1	6	0	7	0.4	-10	0
COc1ccc(S(=O)(=O)N2CCC(C(=O)Nc3cccc(C(C)=O)c3)CC2)cc1	21	-13	0	0	0	-1	-1.2	6	2
CSc1nsc(SC)c1C(=O)NC(=O)Nc1cccnc1	-2	7	-1	-9	/	-10	-0.6	-9	0
O=C(Nc1nc2nc(-c3ccccc3)cc(=O)n2[nH]1)c1ccccc1	-11	-8	3	-7	4	-13	1.5	9	1
CCOc1ccccc1Nc1nc(-c2sc(NC(=O)c3ccccc3)nc2C)cs1	32	0	3	-13	3	1	0.6	14	4
Cc1ccc(S(=O)(=O)CCc2nnc(NC(=O)C3CCCO3)s2)cc1 (stereo not given)	-48	5	-2	-4	-4	-1	0.0	8	7
O=C(c1cccc(-n2cnnn2)c1)N1CC=C(c2ccccc2)CC1	24	20	-1	-3	-1	1	0.0	8	1
COc1cc(S(=O)(=O)N2CCN(Cc3ccccc3)CC2)ccc1Br	78*	-21	-2	-1	-3	-9	-0.5	-23	3
CCCOc1cccc(C(=O)N(Cc2cccs2)C2CCS(=O)(=O)C2)c1 (stereo not given)	-6	-16	0	3	0	-13	0.9	3	6
COc1cc(S(=O)(=O)N2CCC(c3nc4ccccc4s3)CC2)ccc1S(=O)(=O)N1CC(C)CC(C)C1 (stereo not given)	-17	6	-4	10	-9	-13	0.0	-1	1
Cc1ccc2cc(CN(Cc3ccc4c(c3)OCO4)Cc3nnnn3Cc3ccco3)c(=O)[nH]c2c1C	53	-20	0	-10	7	3	-1.6	-10	1
CCCCN(C)CCNC(=O)CSCc1ccc(C)cc1	9	-12	1	-9	6	7	-0.4	-2	6
COc1ccc(S(=O)(=O)C(C#N)c2nc3ccccc3nc2N2CCCC(C)C2)cc1 (stereo not given)	-3	-37	-2	-32	-10	-14	-0.5	-6	8
CSc1cccc(NC(=O)c2ccccc2N(C)S(C)(=O)=O)c1	36	-17	-4	-23	7	1	-2.7	-2	0
CCN(CC)c1ccc(/C=N/n2c(=S)[nH]nc(C)c2=O)cc1	-6	4	4	-16	-5	3	-1.2	4	3
CCCCC(c1nnnn1CS(=O)(=O)c1ccc(C)cc1)N1CCN(c2ccccc2)CC1 (stereo not given)	-9	8	4	1	9	6	0.3	-6	6
O=C(NCCc1ccc2c(c1)OCCO2)c1ccccc1F	15	-2	2	-3	3	-15	-0.8	5	4

Structures from the list above containing an aryl methoxy group:
SMILES	CHOP inh	NPY-Y1 PAM-ag	Ba/F3 V617F tox	NCF1 inh	NPY Y1 blocker	S1P4 antag	S1P4 ag	NPY-Y2 PAM-ag	BaF3 parental
CCCN(CCC)CCCNC(=O)CNC(=O)c1nn(-c2ccc(OC)cc2)c(=O)c2ccccc12	3	-22	5	-7	10	-6	0.8	-15	9
COc1ccc(S(=O)(=O)N2CCC(C(=O)Nc3cccc(C(C)=O)c3)CC2)cc1	21	-13	0	0	0	-1	-1.2	6	2
COc1cc(S(=O)(=O)N2CCN(Cc3ccccc3)CC2)ccc1Br	78*	-21	-2	-1	-3	-9	-0.5	-23	3
COc1cc(S(=O)(=O)N2CCC(c3nc4ccccc4s3)CC2)ccc1S(=O)(=O)N1CC(C)CC(C)C1 (stereo not given)	-17	6	-4	10	-9	-13	0.0	-1	1
COc1ccc(S(=O)(=O)C(C#N)c2nc3ccccc3nc2N2CCCC(C)C2)cc1 (stereo not given)	-3	-37	-2	-32	-10	-14	-0.5	-6	8

(cont.)
SMILES	CHOP inh	NPY-Y1 PAM-ag	Ba/F3 V617F tox	NCF1 inh	NPY Y1 blocker	S1P4 antag	S1P4 ag	NPY-Y2 PAM-ag	BaF3 parental
COc1ccc(NC(=O)CC(C)=O)c(OC)c1	1	10	-1	-13	/	-23	0.6	-1	-7
O=C(Nc1cc(S(=O)(=O)Nc2ccccc2Cl)ccc1O)c1sc2cc(Cl)ccc2c1Cl	7	6	1	-2	-2	-6	-0.3	-5	0
CNc1ccc2nnc(C(F)(F)C(F)(F)C(F)(F)F)n2n1	-6	20	4	-1	-7	-3	0.8	-20	11
Cc1ccc(C)n1-n1c(C)nc2scc(-c3cccs3)c2c1=O	62	0	-2	-8	-3	-18	-0.2	-1	7
c1ccc(OCCCc2nc(-c3cccnc3)no2)cc1	29	-3	6	10	6	2	-0.8	-21	11
COc1cccc(/C=C2\N=C3CCCCCN3C2=O)c1	40	1	-2	-10	0	-10	1.8	-6	0
Cc1cccnc1NC(=O)c1csnn1	6	10	-2	-2	/	4	0.3	-19	-6
Cc1cccc(-n2c(Cc3cc(=O)[nH]c(=O)[nH]3)nnc2SCC(=O)Nc2cccc(C(F)(F)F)c2)c1	5	9	4	3	4	-12	-1.9	4	4
Cc1cc(C)n(-c2ccn(Cc3ccc(Cl)cc3Cl)c(=O)n2)n1	28	-9	4	2	2	-10	2.3	-4	0
CC(C)C(=O)Nc1cccc(-c2nc3ccccc3c(=O)o2)c1	33	0	-1	0	-3	-19	-0.6	8	2
NC(=O)COC(=O)c1ccccc1Oc1ccccc1	6	10	1	4	1	-4	1.9	-1	8
O=C(c1ccc(O)cc1)c1ccc(C(=O)O)c(C(=O)O)c1	10	7	-1	-12	-1	-26	1.3	-4	8
CC(C)CNS(=O)(=O)c1ccc(CCC(=O)N2CCN(Cc3ccc4c(c3)OCO4)CC2)cc1	32	20	-4	-14	2	-16	2.7	3	0
CC1CCCC(NC(=O)CNC(=S)N(Cc2ccccc2)Cc2cccs2)C1C (stereo not given)	9	3	0	-10	-1	5	1.5	17	8
CCOc1ccc(-n2c(=S)sc3c(=O)[nH]c(SCC(=O)NC(C)CC)nc32)cc1 (stereo not given)	-13	8	-2	-39	7	-12	-2.0	-13	4
C/C(=N\N1CCN(c2ccc(Cl)cc2)CC1)c1cccs1	17	12	0	5	3	-19	0.1	5	-1
CCOc1ccc(NC(=O)CCN2C(=S)NC(C)(C)CC2C)cc1 (stereo not given)	-20	4	1	5	8	10	0.2	-10	5
Cc1cc(N2CCN(C)CC2)nc2ccc(NC(=O)c3ccccc3F)cc12	-18	-3	4	-12	6	2	-2.8	-14	6
O=C(Nc1ccc2c(c1)OCO2)c1cc(-c2ccncc2)nc2ccccc12	3	-12	2	-1	3	-19	0.2	-20	9
CCOc1ncccc1C(=O)OCC(=O)Nc1cc(S(=O)(=O)N2CCOCC2)ccc1Cl	15	-11	1	-1	4	-16	0.1	-4	4
CN(C)CCN1C(=O)C2C3C=CC(C3)C2C1=O (stereo not given)	-6	0	-1	3	0	0	-0.1	-1	1
CC1(C)CC(=O)C=C(NCc2ccc(Cl)c(Cl)c2)C1	15	-15	0	10	13	-7	1.3	-4	3
CC(=O)c1c(C)[nH]c(C(=O)OCC(=O)Nc2cc(S(=O)(=O)N3CCCC3)ccc2Cl)c1C	39	-1	1	-8	-4	-14	-0.2	4	9
COc1ccc(F)cc1S(=O)(=O)NC1CCCCCC1	2	23	-5	7	0	-6	-0.3	15	1
Cc1cc2oc(C(=O)N(Cc3ccccc3)C3CCS(=O)(=O)C3)cc(=O)c2cc1Cl (stereo not given)	-28	10	5	-5	4	2	0.5	-16	11
(more compounds)
SMILES	CHOP inh	NPY-Y1 PAM-ag	Ba/F3 V617F tox	NCF1 inh	NPY Y1 blocker	S1P4 antag	S1P4 ag	NPY-Y2 PAM-ag	BaF3 parental
CCOC(=O)c1nnn2c1nc(Nc1cccc(C(F)(F)F)c1)c1ccccc12	13	-1	-4	-10	/	2	1.2	0	0
CCOC(=O)c1cn2nc(N3CCCCC3)ccc2n1	39	12	-3	-3	/	-2	-0.5	-7	1
CCOC(=O)COc1ccc(S(=O)(=O)N2CCN(c3ccccc3)CC2)cc1	19	9	0	-12	-8	-8	1.9	4	5
O=[N+]([O-])c1ccccc1NCCNc1ncc(C(F)(F)F)cc1Cl	58	9	2	1	1	-19	1.2	9	7
Cc1ccc2[nH]c(=O)c3cc(C(=O)N(C)Cc4ccco4)sc3c2c1	29	1	0	-12	-1	-8	-1.2	2	-4
C=CCN(C(=O)CSc1nc2ccsc2c(=O)n1Cc1ccccn1)c1ccccc1	20	7	-1	-4	2	0	-0.5	3	2
Nc1ncn(-c2ncc(C(F)(F)F)cc2Cl)n1	25	-19	-1	1	1	-2	0.6	-13	3
Cc1ccc(-c2cc(C(=O)Nc3nccs3)c3ccccc3n2)c(C)c1	61	-19	0	-57	9	-17	2.4	2	7
O=C1CCCC(O)=C1C=NCCc1ccccc1	16	5	11	-6	1	-15	0.2	1	43*
O=C(Cn1c(NCCO)nc2ccccc21)NCCc1ccccc1	7	11	-5	-5	-1	-21	0.1	-9	0
O=C(NC(Nc1ccc(F)cc1)(C(F)(F)F)C(F)(F)F)c1cccnc1	6	-11	0	-11	4	-5	0.3	4	7
O=C(Nc1ccc(Cl)cc1)Nc1nnc(CSc2ccc(Cl)cc2)s1	25	-5	4	0	0	-10	1.7	-10	4
COc1ccc(O)c(C(=O)c2cnc3c(c2)CN(C)C(=O)N3)c1	7	-10	3	-5	6	-7	-0.1	-2	13
C(=N\N1CCN(C2c3ccccc3-c3ccccc32)CC1)/c1ccncc1	83*	-17	-6	2	6	2	-2.0	4	3
CCOc1ccc(NS(=O)(=O)c2ccc(NS(=O)(=O)c3ccccc3)cc2)cc1	-11	14	4	-9	-6	-5	-0.8	7	6
COc1ccc(C(=O)N2CCCC(CCC(=O)NCc3ccc(F)c(F)c3)C2)o1 (stereo not given)	34	-5	0	-27	1	-4	0.7	4	8
COc1ccccc1-c1nn(Cc2ccccc2)cc1/C=C/C(=O)O	3	-9	-4	-12	/	-19	0.1	6	-3
O=C(COc1cc(Cl)c(Cl)cc1Cl)Nc1ccncc1	52	-10	4	-8	-6	-8	-1.5	-15	6
CCOc1ccc(-n2c(SCC(=O)Nc3ccc4c(c3)OCCO4)nc3c(c2=O)SCC3)cc1	36	14	-3	-6	3	-9	1.5	-16	1
Cc1nc2ccc(S(=O)(=O)NC(C(=O)NCc3ccco3)C(C)C)cc2s1 (stereo not given)	10	2	-2	121*	-3	-6	0.3	10	5
CCCCN(Cc1cc2ccccc2[nH]c1=O)C(=O)c1ccccn1	-3	6	-4	-16	7	-11	1.3	6	-1
Cc1ccc(N2C(=O)C3C4C=CC(CNC(=S)Nc5cccc(Cl)c5)(O4)C3C2=O)cc1 (stereo not given)	29	-19	1	-36	-4	-10	-0.7	-12	8
CCCc1ccc(OCC(O)CN2CCN(c3ccccc3)CC2)cc1 (stereo not given)	-5	1	-6	-5	6	-13	0.7	-17	1

Bioassay records deposited in PubChem by several laboratories.

This is a random part of the collection. Share with any hit: about 7.1%.
